ROC1-CUL1 inh: inhibitors of human ROC1-CUL1 ubiquitin ligase activity | in vitro K48 di-Ub FRET, acceptor:donor ratio, 45 min | inhibition, % at 10 µM | hit rate 0.6% among 140,000; in the data active = inhibition above about 25%
Target sequence (P62877 whole entry, looked up): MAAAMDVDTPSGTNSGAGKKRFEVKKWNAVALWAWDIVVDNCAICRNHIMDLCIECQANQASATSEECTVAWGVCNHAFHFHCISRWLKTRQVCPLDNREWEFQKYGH
Target sequence (Q13616 whole entry, looked up): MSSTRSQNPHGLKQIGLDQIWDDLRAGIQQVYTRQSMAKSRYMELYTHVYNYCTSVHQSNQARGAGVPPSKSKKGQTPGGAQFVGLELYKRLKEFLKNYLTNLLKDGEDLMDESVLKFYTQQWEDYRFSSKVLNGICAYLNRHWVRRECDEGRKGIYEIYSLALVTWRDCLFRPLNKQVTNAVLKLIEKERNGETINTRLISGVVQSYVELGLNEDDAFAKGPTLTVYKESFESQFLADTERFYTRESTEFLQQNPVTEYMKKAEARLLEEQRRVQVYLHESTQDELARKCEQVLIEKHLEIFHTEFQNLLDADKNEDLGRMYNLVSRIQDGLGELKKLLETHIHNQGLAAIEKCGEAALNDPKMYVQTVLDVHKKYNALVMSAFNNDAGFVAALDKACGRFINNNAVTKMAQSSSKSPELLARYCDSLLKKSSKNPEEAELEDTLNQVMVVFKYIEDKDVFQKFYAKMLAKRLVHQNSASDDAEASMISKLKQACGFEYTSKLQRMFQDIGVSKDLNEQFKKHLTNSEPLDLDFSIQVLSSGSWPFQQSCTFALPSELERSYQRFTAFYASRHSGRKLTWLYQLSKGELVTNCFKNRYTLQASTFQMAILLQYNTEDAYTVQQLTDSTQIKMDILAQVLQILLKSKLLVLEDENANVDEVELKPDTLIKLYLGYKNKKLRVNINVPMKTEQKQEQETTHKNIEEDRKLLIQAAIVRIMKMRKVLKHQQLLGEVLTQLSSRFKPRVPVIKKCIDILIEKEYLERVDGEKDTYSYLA
Numbers without * were called inactive. Some of the compounds tested. The share of hits here may be higher or lower than overall.

ROC1-CUL1 inh | mol
3 | Cc1cc(C)c(NC(=O)CN2C(=O)C3(SCC(=O)N3c3ccc(F)cc3)c3ccccc32)c(C)c1 (stereo unspecified)
10 | CC(=O)c1c(C)oc2ccc(N(C(C)=O)S(=O)(=O)c3ccc(F)cc3)cc12
5 | CCSC1=NC(=O)C(c2ccccc2)C(c2ccccc2)C1C#N (stereo unspecified)
8 | Oc1ccc(/C=N/Nc2nncc(-c3ccccc3)n2)c(O)c1
-9 | O=C(Nc1cccc(C(F)(F)F)c1)Nc1nc2ccccc2s1
-2 | CCOC(=O)c1c(-c2ccc(OC)cc2)oc2ccc(OC(=O)c3ccc(OC)c(OC)c3)cc12
6 | CCOC(=O)c1c(C)oc2ccc(N(C(=O)Oc3ccccc3)S(=O)(=O)c3ccc(CC)cc3)cc12
-2 | O=C(CSc1cn(CC(=O)N2CCCCC2)c2ccccc12)NCc1ccc(F)cc1
5 | CCN(CC)c1ncc2c(c1C#N)N(Cc1ccccc1)CC2
9 | O=C(CSc1cccc2cccnc12)Nc1cc(C(F)(F)F)ccc1Cl
-5 | O=C(COc1ccc(-c2cnc3ccccc3n2)cc1)c1ccc(Br)cc1
-4 | CCN1C(=O)C(CC(=O)Nc2c(C)cccc2C)SC1=Nc1ccc(S(N)(=O)=O)cc1 (stereo unspecified)
-7 | Cc1ccc(CNC(=O)c2nn(C)c3c2CSc2ccc(C)cc2-3)cc1
4 | CCOC(=O)c1c(Nc2ccc(OCC)cc2)nnc(-c2ccccc2)c1-c1ccccc1
-1 | CCCCNC(=S)Nc1ccc(OC)cc1
1 | N#Cc1ccc(CSc2nnc(-c3cccs3)n2Cc2ccco2)cc1
0 | O=c1c(-c2nn[nH]n2)coc2ccc(Br)cc12
2 | Cc1ccc(-c2[nH]ncc2CN2CCN(c3ccncc3)CC2)cc1C
-14 | CCCc1nn2c(=O)cc(COC(=O)c3ccccc3NC(=O)c3cccs3)nc2s1
7 | O=C(Nc1cccc(C(=O)N2CCN(Cc3ccccc3)CC2)c1)c1ccccc1
10 | CCOC(=O)c1c(-c2ccc3c(c2)OCO3)[nH]c2ccc(OC)cc2c1=O
-1 | Cc1ccc(NC(=O)c2cc(S(=O)(=O)N3CCC(C)CC3)cn2C)cc1Cl
-11 | O=C(Nc1ccc(N2CCN(Cc3ccccc3)CC2)cc1)c1cncc(Br)c1
0 | CCc1ccc(S(=O)(=O)N2CCN(C(=O)c3ccoc3C)CC2)cc1
-1 | CC(C)Oc1ccc(CNC2NS(=O)(=O)C(c3ccc(C(C)C)cc3)C2C)cc1 (stereo unspecified)

(continued)
ROC1-CUL1 inh | mol
-7 | Cc1oc2ccc(O)c(CN3CCC(C)CC3)c2c1C(=O)Nc1ccccc1
3 | O=C(c1cc2nc(-c3ccc(F)cc3)cc(C(F)(F)F)n2n1)N1CCCc2ccccc21
3 | CCOC(=O)c1ccc(N2C(=O)CC(Sc3nnnn3-c3ccccc3)C2=O)cc1 (stereo unspecified)
1 | CC1CCN(Cn2nc(-c3ccccc3)n(C)c2=S)CC1
4 | C=Cc1cccc(C2C=NC(=O)NC2=O)c1 (stereo unspecified)
-2 | COc1ccc(Cl)cc1-n1c(C)cc(/C=C2\C(=N)N3C(C)=CSC3=NC2=O)c1C
1 | COc1cccc(-c2nn(-c3ccccc3)cc2CN(CCO)C(C)C)c1
-5 | Cc1nn(-c2ccccc2)c(C)c1CC(=O)N1CC[C@@H](N2CCN(C)CC2)[C@H](O)C1
1 | CC(NC(=O)c1cc(F)c(F)cc1Cl)C12CC3CC(CC(C3)C1)C2 (stereo unspecified)
-9 | COC1CCN(Cc2c(C(=O)N(C)CCc3ccccc3)nc3c(C)cccn23)CC1
-4 | COc1ccc(-c2c(C)c3ccc(O)c(CN4CCCCC4C)c3oc2=O)cc1OC (stereo unspecified)
-6 | CC(C)Oc1ccc(CNC(=O)c2ccc3nc(SCc4ccc(F)cc4)n(C)c3c2)cc1
6 | NC(=O)c1c(NC(=O)C2CC(=O)N(c3ccccc3)C2)sc2c1CCCC2 (stereo unspecified)
7 | Cc1c(NS(C)(=O)=O)cccc1C(=O)NC1CC2CCC1C2 (stereo unspecified)
-1 | Cc1ccc(CNC(=O)c2ccc3c(c2)CCN3S(=O)(=O)c2ccccc2)cc1
4 | CC(C)Cc1nnc(NC(=O)CCN2C(=O)c3ccccc3C2=O)s1
1 | NC(=O)c1ccc(C2CCCN2C(=O)c2ccccc2-n2cccn2)s1 (stereo unspecified)
8 | O=S(=O)(c1ccccc1)c1nc(Cl)ns1
-4 | Cc1cccc(NC(=O)Nc2cccs2)c1C
-4 | COc1ccc(CC(=O)Nc2ccc(Br)c(C)c2C)cc1
-3 | COc1ccc(Cc2nnc(NC(=O)c3ccccc3)s2)cc1
5 | CCOC1=Nc2cccc3cccc1c23
-4 | Fc1ccc(CC2CN(C3CCOCC3)CCO2)cc1 (stereo unspecified)
3 | CCOC(=O)c1sc(C)c2c1NC1(CCCCC1)NC2=O
-1 | C/C(=N/NC(=O)c1ccc(C)nc1)c1ccc(N(C)C)cc1

The list goes on (four carried over from the part before).
ROC1-CUL1 inh | mol
5 | CCOC1=Nc2cccc3cccc1c23
-4 | Fc1ccc(CC2CN(C3CCOCC3)CCO2)cc1 (stereo unspecified)
3 | CCOC(=O)c1sc(C)c2c1NC1(CCCCC1)NC2=O
-1 | C/C(=N/NC(=O)c1ccc(C)nc1)c1ccc(N(C)C)cc1
-8 | Cc1ccc(S(=O)(=O)OC[C@H](O)c2ccccc2)cc1
-13 | CCOc1ccc(-c2c(C)nn3c(-c4ccccc4)c(C(=O)NCCOC)cnc23)cc1OCC
-6 | CCOC(=O)c1ccc(-n2c(-c3ccco3)nc3ccccc3c2=O)cc1
3 | Cc1ccc(-c2nnc(SCC(=O)c3ccc(Cl)cc3)o2)cc1
3 | Cc1cccc(NC(=O)C(=O)NCC(c2ccc3c(c2)OCO3)N2CCN(C)CC2)c1C (stereo unspecified)
1 | Cc1ccc2c(CC(=O)NCCN3Cc4ccccc4OC(c4ccsc4)C3)cc(=O)oc2c1 (stereo unspecified)
16 | OCCNc1ncnc2c1ncn2CCO
8 | Cc1ccc(-c2nc3ncccc3o2)cc1NC(=O)COc1ccc(C(C)C)cc1
0 | CS(=O)(=O)N1CCC(Oc2cccc(C(=O)N3CCc4sccc4C3)c2)CC1
-10 | CCOc1ccc(C(=O)Nc2ccccc2N2CCN(C(=O)c3ccccc3)CC2)cc1Cl
11 | O=C(CS(=O)(=O)c1ccccc1)Nc1ccc(S(=O)(=O)Nc2ccccn2)cc1
-7 | COc1ccc(Cl)cc1NC(=O)NCCc1c(C)nn(C)c1C
5 | S=c1[nH]nc(COc2ccc(Cl)cc2Cl)n1-c1cccc2ccccc12
-1 | Cn1ccc(CC(=O)NC2CC(=O)N(CC3CCCCC3)C2)c1 (stereo unspecified)
-3 | COc1ccc(-c2nn3c(Cc4ccccc4C)nnc3s2)cc1OC
-1 | CC(=O)N1CCC(Oc2ccc(Cl)cc2C(=O)N2CCCC2c2nccs2)CC1 (stereo unspecified)
9 | CCC(=O)Nc1nnc(-c2ccc(F)cc2)s1
5 | COc1ccc(C(=O)OCC2c3ccccc3-c3ccccc32)cc1
-9 | COc1ccc(CCNC(=O)Cn2nc(C)c3c(C)n(-c4ccc(C)cc4)nc3c2=O)c(OC)c1
1 | COc1ccc(C(=O)NC(=S)NNC(=O)N/N=C/c2ccccc2)cc1
0 | O=C(Nc1c(Cl)cccc1Cl)C1CC1(c1ccccc1)c1ccccc1 (stereo unspecified)
6 | CS(=O)(=O)N1CCCc2cc(C(=O)Nc3cccc(C(F)(F)F)c3)ccc21
-3 | O=C(N/N=C/c1ccc([N+](=O)[O-])o1)c1ccc(O)cc1O
-1 | CCOc1ccc(NC(=O)/C(C#N)=C\c2ccc(-c3ccc(Cl)cc3)o2)cc1
7 | Cc1ccc(C)c(N2CCN(C(=O)CCc3c(C)nn(-c4ccc(N5CCCC5)nn4)c3C)CC2)c1

2 records picked at random from the list so far, as already listed:
ROC1-CUL1 inh | mol
-5 | O=C(COc1ccc(-c2cnc3ccccc3n2)cc1)c1ccc(Br)cc1
-7 | Cc1ccc(CNC(=O)c2nn(C)c3c2CSc2ccc(C)cc2-3)cc1

Next part
ROC1-CUL1 inh | mol
3 | N#CC1(C#N)C(/C=C/c2ccccc2)[C@@H]1C(=O)C12CC3CC(CC(C3)C1)C2 (stereo partly specified)
-5 | COc1ccccc1NC(=O)C1C(C)=Nc2nc(SCc3ccccc3F)nn2C1c1ccncc1 (stereo unspecified)
-1 | CC1CC(C)(C)n2c(O)c(N=N)c3cccc1c32 (stereo unspecified)
7 | Nc1nc[nH]c(=O)c1N=Cc1ccccc1
-9 | Cc1ccccc1CNC(=O)c1ccc(Cn2c(SCc3cccc(F)c3)nc3cccnc32)cc1
7 | COc1ccc(Oc2nnnn2-c2ccccc2)cc1
16 | O=C(NNc1cccc(Cl)n1)c1ccc(Cl)nc1
-6 | COc1ccc(-c2cnc(Cl)nn2)cc1
-5 | Cc1nnsc1C(=O)Nc1cccc(Cl)c1Cl
-2 | CCOc1ccccc1NC(=O)c1cnn2c(C(F)F)cc(-c3ccccc3)nc12
-7 | CCO[C@H]1[C@H](NC(=O)c2ccco2)c2ccccc2C12CCN(C(=O)[C@H]1C[C@@H]3C=C[C@H]1C3)CC2
11 | CCCn1nnc(NC(=S)NC(=O)c2ccc(OCc3ccccc3)cc2)n1
2 | COc1ncnc(N2CCCC2)c1[N+](=O)[O-]
1 | CCNC(=O)N1CCCC1C(=O)Nc1ccccc1-c1ccc(OC)cc1 (stereo unspecified)
14 | CC(C)c1ccc(C2OCC3(CCCC4(COC(c5ccc(C(C)C)cc5)OC4)C3=O)CO2)cc1 (stereo unspecified)
2 | COc1ccc(CN2CCC(n3nccc3NC(=O)c3cccc(F)c3)CC2)c(F)c1
-2 | Cc1csc2nc(CCNS(=O)(=O)c3ccccc3)cn12
-3 | Cc1ccc(Cl)cc1N1CCN(C(=O)C2CCCN(S(=O)(=O)c3ccc(Br)s3)C2)CC1 (stereo unspecified)
0 | Cn1c(=O)c2c(nc(NCc3ccccc3)n2Cc2ccccc2Cl)n(C)c1=O
8 | C=CCN(CC=C)S(=O)(=O)c1ccc(NC(=O)CCc2ccccc2)cc1
9 | CCOc1ccc(C2CC(=O)N=C3C2C(=O)Nc2ncnn23)cc1 (stereo unspecified)
-2 | COc1ccc(NC(=O)N(Cc2nnc3n2CCCCC3)c2ccc(OC)c(Cl)c2)cc1
2 | O=C(O)c1ccccc1NC(=O)C1CC1
3 | COc1ccc(CC2CN(C(=O)C3CCC3)CCO2)cc1 (stereo unspecified)
-9 | CCc1c(C)sc2c1CCN(Cc1ccccc1)C2c1ccccc1 (stereo unspecified)

Additional compounds
ROC1-CUL1 inh | mol
-9 | COc1ccc(CCN(C)C(=O)c2cnn(-c3ncc4c(n3)-c3ccccc3CCC4)c2C)cc1OC
1 | COc1ccc(C2CC(c3cccs3)=NN2C(=O)CN2CCCCC2)cc1 (stereo unspecified)
5 | CC(C)Cn1cc(C(=O)NC(C)c2ccc(Cl)cc2)c(=O)c(C(=O)N2CCCCCC2)c1 (stereo unspecified)
11 | CCOc1ccc(NC(=O)Cn2c(=O)c(CNc3ccccc3)cc3cc4c(cc32)OCCO4)cc1
-10 | Cc1ccc(NC(=O)c2ccco2)c(O)c1
5 | O=C1CCC/C=C/CCCC1Sc1ccccc1 (stereo unspecified)
-3 | CC1CCN(c2ccc(-c3cccc(NS(=O)(=O)c4cccs4)c3)nn2)CC1
5 | O=C(CSc1c(-c2ccccc2)c2cc(Cl)ccc2[nH]c1=O)Nc1ccc(F)cc1
-14 | Cc1ccc(CN2CCN(CC#Cc3ccccc3)CC2CCO)o1 (stereo unspecified)
-4 | O=C(/C=C\c1c(F)cccc1Cl)c1ccc(Br)cc1
-8 | O=C(c1coc(Cn2cnc3ccccc32)n1)N1CCCCO1
7 | CC(C)COc1ccccc1NC(=O)Cc1ccccc1
9 | COC(=O)C1CCN(Cc2ccc3c(c2)CN(C(=O)c2ccc(CC(C)C)cc2)CCO3)CC1
3 | Cc1sc2ncn(CC(=O)N(C)c3ccc(C(C)C)cc3)c(=O)c2c1S(=O)(=O)N1CCC(C)CC1
0 | Cc1cc(Nc2cccc(Cl)c2)nc2ccc(NC(=O)Cc3cccc(C(F)(F)F)c3)cc12
7 | CC(=O)Nc1c(C(=O)c2ccc(C)cc2)oc2ccccc12
3 | CCCC(=O)N1CCN(c2ccc(NC(=O)c3ccc4c(c3)OCCO4)cc2)CC1
3 | CC(C)Oc1ccc(N2CC(C(=O)N3CCCC3)CC2=O)cc1 (stereo unspecified)
5 | COc1ccc(-c2nc3ccccc3c(C(=O)Nc3cccc(C(C)=O)c3)c2C)cc1
-7 | COc1ccc(-c2ccc(CCC(=O)O)n2-c2ccccc2O)cc1
6 | Cc1ccc(C(=O)NCCCN2CCOCC2)cc1
-1 | CC(C)CN1CCC(CNC(=O)c2cc(COc3cccc4cnccc34)on2)C1 (stereo unspecified)
-2 | C=CCOc1c(Br)cc(/C=C2\SC(=O)N(Cc3ccc(F)cc3)C2=O)cc1OCC
-6 | O=C(O)C1=CC(c2ccc(Cl)cc2)n2ncnc2N1 (stereo unspecified)
8 | Cc1c(NC(=O)c2sc3ccccc3c2Cl)cccc1-c1nc2ccccc2o1
-8 | Cc1nc2sc(C(N)=O)c(N)c2c(-c2ccc(Br)cc2)c1C(=O)Nc1ccc(Cl)cc1
-5 | COC(=O)CC1=NC(=O)CCC1C(=O)OC (stereo unspecified)

Another view of some results above.
COc1ccc(-c2ccc(CCC(=O)O)n2-c2ccccc2O)cc1
  ROC1-CUL1 inh: -7
Cc1ccc(C(=O)NCCCN2CCOCC2)cc1
  ROC1-CUL1 inh: 6
CC(C)CN1CCC(CNC(=O)c2cc(COc3cccc4cnccc34)on2)C1 (stereo unspecified)
  ROC1-CUL1 inh: -1
C=CCOc1c(Br)cc(/C=C2\SC(=O)N(Cc3ccc(F)cc3)C2=O)cc1OCC
  ROC1-CUL1 inh: -2
